# GSH fluor – compound fluoresces at 488/530 nm on GSH beads | GSH beads flow cytometry, compound fluorescence 488/530 nm; active compounds read high | fluorescence (KMESF) at 10 µM | AID 1776 | 190,000 compounds, 0.25% hits; in the data active = fluorescence above about 89;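 note: glutathione beads carrying GST-tagged Bcl family fusion proteins plus one bare bead set; values are compound well signal with DMSO vehicle wells as background; inactives centre near 16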
# ABCB1 block – human ABCB1 inhibition, ABCG2 as counter-screen. 190,000 compounds, 0.067% hits. P08183. AID 1326. inhibition, % at 6.6 µM. CCRF-Adr cells, JC-1 efflux, flow cytometry; in the data active = inhibition above about 40%;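 note: 0% = vehicle and 100% = reference inhibitor; higher value means more JC-1 retained so stronger ABCB1 efflux block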
# Target sequence (P08183 whole entry, looked up): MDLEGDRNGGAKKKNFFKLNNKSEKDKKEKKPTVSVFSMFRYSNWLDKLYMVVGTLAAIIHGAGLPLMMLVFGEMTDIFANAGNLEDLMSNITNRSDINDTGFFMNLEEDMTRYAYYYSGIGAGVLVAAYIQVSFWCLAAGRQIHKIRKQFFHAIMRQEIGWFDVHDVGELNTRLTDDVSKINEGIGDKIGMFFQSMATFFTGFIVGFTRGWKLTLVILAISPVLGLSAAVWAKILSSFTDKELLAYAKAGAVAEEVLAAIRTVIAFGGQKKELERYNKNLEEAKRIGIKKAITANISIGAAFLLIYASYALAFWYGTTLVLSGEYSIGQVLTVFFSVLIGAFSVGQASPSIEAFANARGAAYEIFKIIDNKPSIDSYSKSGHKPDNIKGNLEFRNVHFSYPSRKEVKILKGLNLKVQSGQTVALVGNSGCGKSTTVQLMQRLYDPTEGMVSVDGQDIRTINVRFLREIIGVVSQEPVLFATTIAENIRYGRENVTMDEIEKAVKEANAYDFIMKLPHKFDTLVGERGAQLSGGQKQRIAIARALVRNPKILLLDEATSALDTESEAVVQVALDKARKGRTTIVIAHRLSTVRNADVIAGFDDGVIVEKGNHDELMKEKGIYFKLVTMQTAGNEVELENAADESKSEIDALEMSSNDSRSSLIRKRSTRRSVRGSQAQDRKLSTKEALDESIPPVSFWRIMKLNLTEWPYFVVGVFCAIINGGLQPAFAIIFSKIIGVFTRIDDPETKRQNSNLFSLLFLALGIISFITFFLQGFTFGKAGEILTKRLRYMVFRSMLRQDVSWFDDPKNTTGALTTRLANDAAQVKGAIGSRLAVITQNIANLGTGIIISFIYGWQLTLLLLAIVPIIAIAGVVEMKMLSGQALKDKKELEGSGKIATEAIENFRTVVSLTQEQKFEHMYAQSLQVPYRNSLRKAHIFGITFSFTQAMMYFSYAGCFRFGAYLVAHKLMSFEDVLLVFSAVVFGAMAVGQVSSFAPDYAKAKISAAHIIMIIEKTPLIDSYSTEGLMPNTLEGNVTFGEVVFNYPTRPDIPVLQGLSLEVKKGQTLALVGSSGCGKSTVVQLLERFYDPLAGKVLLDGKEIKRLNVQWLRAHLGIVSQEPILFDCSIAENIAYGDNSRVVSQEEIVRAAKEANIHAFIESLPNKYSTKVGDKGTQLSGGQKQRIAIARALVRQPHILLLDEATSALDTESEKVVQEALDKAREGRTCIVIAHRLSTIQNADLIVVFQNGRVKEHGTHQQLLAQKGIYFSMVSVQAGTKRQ
# ABCG2 inh – human ABCG2 inhibition, ABCB1 as counter-screen. AID 1325. 190,000 compounds, 0.1% hits. IgMXP3 cells, JC-1 efflux, flow cytometry. inhibition, % at 6.6 µM. Q9UNQ0;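 active = inhibition above 80%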;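 note: 0% = DMSO and 100% = nicardipine control wells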
#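 material = IgMXP3 (ABCG2) plus far-red-tagged CCRF-Adr (ABCB1) cells | amount = 3 million cells/mL, equal mix of both lines | also added = JC-1 transporter substrate | dosing = one concentration, 6.6 µM final | schedule = 10 min at 25 °C | measured by = flow cytometric JC-1 green MFI at 530 nm | read-out basis = percent efflux inhibition, scaled nicardipine 100% to DMSO 0%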
# Cdc42 wt GTP – human Cdc42 wildtype GTP binding change, either direction. P60953. GST-Cdc42 beads, Bodipy-GTP binding, flow cytometry; actives lie on both sides. percent activity (GTP binding), % at 10 µM. 190,000 compounds, 0.2% hits. AID 761;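 active = percent activity GTP binding at least 20 points away from the 100% baseline, either down as inhibitor or up as activator; inconclusive = compound flagged as likely green fluorescent from well-wide comparison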;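 note: median bead fluorescence of bound Bodipy-FL-GTP at 100 nM; 0% = excess unlabeled GTP control and 100% = no compound control; below 100% means less GTP binding so inhibitor and above means activator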
# Pf gametocyte – P. falciparum stage V gametocyte viability inhibition; P. falciparum stage V gametocytes, ATP luminescence, 24 h; inhibition, % at 10.9 µM; 150,000 compounds, 0.065% hits; AID 743093;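 active = inhibition above the mean plus 3 SD of compounds within the control limits, set per campaign, cut at about 38% in these data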;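 note: 0% = DMSO wells and 100% = medium only without gametocytes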
# Rab7 wt GTP bind – alters GTP binding to wildtype dog Rab7; GST-Rab7 beads, fluorescent GTP binding, flow cytometry; actives lie on both sides; untreated = 100%, excess cold GTP = 0%; GTP binding activity (percent of control), % at 10 µM; 190,000 compounds, 0.055% hits; AID 758;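 active = fluorescent GTP binding to Rab7 beads changed by at least 20 points from the 100% baseline, either direction, mostly lower; inconclusive = compound itself probably fluorescent, or too few beads counted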;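 note: median green fluorescence of bound Bodipy-FL-GTP per Rab7 bead population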
# Avidin fluor – avidin bead compound fluorescence profile; Avidin beads, compound fluorescence 488/530 nm, flow cytometry; active compounds read high; fluorescence (KMESF) at 10 µM; 220,000 compounds, 0.38% hits; AID 1775; in the data active = fluorescence above about 47; note: inactives centre near 10
# Rab2 wt GTP – changes GTP binding to wildtype dog Rab2A, up or down. P61105. GST-Rab2 wt beads, Bodipy-GTP binding, flow cytometry. GTP binding activity, % at 10 µM. 190,000 compounds, 0.19% hits. AID 760;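 active = GTP binding activity at least 20 points away from 100%, either lowered or raised; inconclusive = signal likely due to the compound's own green fluorescence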;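 note: 0% = beads with excess unlabeled GTP and 100% = no-compound control corrected for plate trend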
# Rac1 mut GTP – human Rac1 activated mutant GTP binding change; P63000; GST-Rac1 activated beads, fluorescent GTP binding, flow cytometry; actives lie on both sides; 100% means binding = to untreated wells; percent activity (GTP binding), % at 10 µM; 190,000 compounds, 0.11% hits;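 active = GTP binding at least 20 percentage points away from the 100% baseline, in either direction, so actives lie on both sides; inconclusive = Compound likely fluorescent itself, or too few beads counted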
# HRas wt GTP – modulators of GTP binding to human HRas wildtype; P01112; GST-Ras wt beads, Bodipy-FL-GTP binding, flow cytometry; actives lie on both sides; GTP binding activity, % at 10 µM; 190,000 compounds, 0.14% hits; AID 759;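 active = GTP binding activity at least 20% away from the 100% baseline, either lowered as inhibitor or raised as activator; inconclusive = flagged as likely green fluorescent, judged across all proteins in the well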;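 note: 0% = unlabeled GTP competition control and 100% = no-compound control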
# Rac1 wt GTP bind – modulators of human Rac1 wildtype GTP binding | 190,000 compounds, 0.27% hits | GTP binding activity (% of control), % at 10 µM | AID 757 | GST-Rac1 beads, fluorescent GTP binding, flow cytometry; actives lie on both sides; 0 = cold GTP competed, 100 = untreated;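 active = GTP binding activity at least 20 points away from the 100% control level, either lower or higher; inconclusive = compound flagged as likely green fluorescent, judged across all proteins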
# Numbers without * were called inactive; ? = inconclusive; . = not tested or not shown.
SMILES,GSH fluor,ABCB1 block,ABCG2 inh,Cdc42 wt GTP,Pf gametocyte,Rab7 wt GTP bind,Avidin fluor,Rab2 wt GTP,Rac1 mut GTP,HRas wt GTP,Rac1 wt GTP bind
O=C(Nc1cccnc1)c1ccc(Cl)cc1[N+](=O)[O-],26,-0.2,2.9,99.0,0.2,104.0,10,103.0,95.0,102.0,102.0
COC(=O)c1cc2sccc2n1CC(=O)N1CCCc2ccccc21,27,-5.3,-3.6,105.0,.,99.0,26,103.0,101.0,105.0,102.0
Cc1ccc(-n2[nH]c(=O)c(-c3ccccn3)c2C)cc1,17,0.5,3.0,97.0,.,100.0,6,96.0,99.0,97.0,100.0
C=CCn1c(SCC#N)nc2sc(CC)cc2c1=O,10,2.3,15.0,98.0,7.7,97.0,9,95.0,94.0,97.0,96.0
O=C(NC(c1ccccc1)c1ccccc1)C1CCCC1,18,0.5,1.0,105.0,7.2,98.0,10,100.0,102.0,100.0,105.0
Cc1csc(SCc2nnc(-c3ccc(Cl)cc3)o2)n1,16,0.1,0.6,103.0,.,101.0,9,101.0,102.0,104.0,106.0
O=C1CCN(C(=S)NCCc2ccccc2)CC1,12,-0.1,0.4,98.0,16.9,101.0,12,99.0,98.0,99.0,102.0
O=C(NCc1ccccc1)NCC12CC3CC(CC(C3)C1)C2,16,-0.2,5.4,97.0,2.1,97.0,9,100.0,96.0,96.0,96.0
COC(=O)C1=C(C)N(Cc2ccco2)C(=O)N[C@H]1c1ccc(Br)cc1,19,0.7,0.0,102.0,.,98.0,8,100.0,97.0,98.0,102.0
O=C(COc1ccc(S(=O)(=O)NC2CCCCC2)cc1)NCc1cccnc1,17,0.4,4.6,?,-14.6,?,17,?,?,?,?
O=C(CC1Nc2ccccc2NC1=O)NCCCN1CCCCCC1 (stereo not given),22,1.4,4.8,97.0,.,95.0,37,95.0,97.0,97.0,101.0
CN(Cc1c(F)cccc1Cl)C(=O)C1CC(=O)N(CCc2ccccc2)C1 (stereo not given),13,1.7,4.2,92.0,2.9,93.0,23,92.0,93.0,92.0,94.0
COc1ccc(NC(=O)CN(c2cccc(C(F)(F)F)c2)S(C)(=O)=O)cc1OC,44,-0.2,3.4,103.0,-31.6,104.0,8,100.0,99.0,103.0,105.0
Cc1ccc(S(=O)(=O)Nc2nc3ccccc3nc2Nc2cccc(S(=O)(=O)N3CCCC3)c2)cc1,14,1.6,-3.9,94.0,7.1,105.0,9,100.0,90.0,97.0,97.0
COCCn1c(N)c(Sc2ccc([N+](=O)[O-])cc2)c(=O)[nH]c1=O,10,0.9,-1.2,96.0,2.8,96.0,8,95.0,96.0,95.0,98.0
Cc1cccc(C(=O)NNC(=O)C2CCCO2)c1 (stereo not given),24,-0.1,0.1,103.0,.,102.0,-2,102.0,99.0,102.0,104.0
COC(=O)c1sccc1NC(=O)c1ccc(Cl)s1,32,0.1,0.5,98.0,.,100.0,7,97.0,98.0,99.0,100.0
CC(Oc1ccc2c(-c3ccccc3)cc(=O)oc2c1)C(=O)O (stereo not given),13,0.2,0.3,95.0,.,96.0,37,95.0,91.0,95.0,97.0
O=C(CSc1nnc(CNc2ccc(F)cc2)o1)N1CCN(C(=O)c2ccco2)CC1,35,0.9,24.5,102.0,.,100.0,12,104.0,96.0,100.0,105.0
Cc1c(C(=O)NC2CCCc3ccccc32)oc2ccc(S(=O)(=O)N3CCCC3)cc12 (stereo not given),12,3.7,8.6,104.0,.,107.0,22,106.0,98.0,106.0,101.0
O=C(CSc1n[nH]c(=O)n1C1CC1)Nc1cc(Cl)ccc1Oc1ccccc1,4,0.2,3.1,99.0,-10.8,101.0,7,97.0,99.0,99.0,105.0
Cc1cccc(OCC(=O)NC(Cc2c[nH]c3ccccc23)C(=O)O)c1C (stereo not given),10,0.1,1.7,88.0,-7.9,93.0,10,88.0,85.0,90.0,94.0
CCn1c(=S)[nH]c2c(c1=O)C(C)(C)Cc1ccccc1-2,9,1.8,17.2,94.0,-25.3,91.0,9,90.0,90.0,94.0,92.0
COc1ccc(CNC(=O)COC(=O)CCCOc2ccc(Cl)cc2Cl)cc1OC,4,2.0,13.5,100.0,.,98.0,7,96.0,95.0,99.0,99.0
CCOc1cc(C)nc(NCc2ccccc2)n1,45,-0.4,-0.5,108.0,.,106.0,10,102.0,102.0,105.0,112.0
Cc1nc2ccc(S(=O)(=O)NC(C(=O)NCc3ccc4c(c3)OCO4)C(C)C)cc2s1 (stereo not given),17,1.6,6.0,95.0,.,99.0,6,95.0,97.0,95.0,94.0
COCCNC(=O)c1onc(CSc2ccc(Cl)cc2)c1C(=O)O,29,2.4,13.0,91.0,8.3,94.0,10,90.0,91.0,94.0,90.0
CN1c2ccccc2N(C)C1c1c(O)ccc2ccccc12,30,0.5,0.7,105.0,-52.8,104.0,25,104.0,101.0,101.0,105.0
Cc1cccc(C)c1Nc1nnc(SCc2cn3cccc(C)c3n2)s1,15,2.7,12.9,97.0,6.3,97.0,20,95.0,98.0,98.0,104.0
CCCC1(C(=O)OC)NC(c2cccc(F)c2)C2C(=O)N(CC)C(=O)C21 (stereo not given),8,0.6,3.6,97.0,.,99.0,18,99.0,99.0,98.0,97.0
NC(N)=Nc1nc(C2COc3ccccc3O2)cs1 (stereo not given),20,1.8,24.6,97.0,-10.0,99.0,18,98.0,100.0,98.0,99.0
COCCn1c(SCC(=O)Nc2ccc(NC(=O)c3ccco3)c(OC)c2)nc2ccccc2c1=O,29,-1.8,-4.1,99.0,1.8,96.0,4,99.0,98.0,100.0,99.0
C/C(=C/Cc1c(O)cc2oc(C)cc(=O)c2c1O)COC1OC(CO)C(O)C(O)C1O (stereo not given),19,-0.8,0.0,101.0,.,104.0,10,101.0,97.0,100.0,104.0
O=C(NC(=S)Nc1nc(-c2ccc(Cl)cc2)cs1)c1cccs1,9,-0.7,0.7,96.0,-5.2,98.0,12,96.0,95.0,96.0,99.0
O=C(COC(=O)/C=C/c1ccc(Br)o1)Nc1ccccc1F,14,0.7,28.0,93.0,.,94.0,9,91.0,92.0,94.0,94.0
O=c1[nH]c(CN2CCCCC2)nc2c1C1(CCCCC1)Cc1ccccc1-2,38,0.2,-0.8,97.0,9.1,97.0,11,96.0,95.0,98.0,96.0
COc1ccc(CN2CCN(C(=O)c3ccco3)CC2)cc1OCc1ccccc1,11,0.5,5.0,103.0,.,101.0,11,100.0,98.0,101.0,103.0
Clc1ccc(Nc2ccc(-n3ccnc3)nn2)cc1Cl,15,-0.1,0.8,98.0,.,94.0,37,94.0,96.0,96.0,95.0
O=Cc1cccn1-c1sc2c(c1C(=O)O)CCCC2,6,0.3,-0.2,103.0,-7.4,101.0,11,99.0,100.0,100.0,103.0
CC(C)(C)c1nnc(NC(=O)c2cccs2)s1,14,1.1,10.3,97.0,.,103.0,10,98.0,96.0,99.0,99.0
O=C(CCNc1cccc(F)c1)c1cc2ccccc2o1,12,-1.2,0.4,95.0,-8.3,103.0,4,96.0,97.0,98.0,98.0
Cc1cccc(CC2CC(=O)N(c3ccccc3)C2=O)c1 (stereo not given),15,3.0,-0.1,99.0,-28.2,98.0,3,100.0,97.0,98.0,100.0
CN(C)S(=O)(=O)N1CCC(c2ccc(F)cc2)C(COc2ccc3c(c2)OCO3)C1 (stereo not given),16,2.6,17.9,99.0,-7.2,99.0,19,100.0,98.0,100.0,100.0
COc1cccc(-c2cc(=O)c3cc(NC(=O)c4ccccc4)ccc3[nH]2)c1,18,-0.3,-2.0,101.0,.,98.0,11,96.0,100.0,99.0,103.0
COc1ccc(C(=O)NNC(=O)CSc2nnnn2C)cc1,17,0.4,2.6,94.0,-13.4,98.0,6,96.0,97.0,96.0,96.0
CCC(C)n1c(=O)c(C(=O)Nc2ccccc2S(N)(=O)=O)c(O)c2ccccc21 (stereo not given),7,0.0,0.3,101.0,.,94.0,9,97.0,99.0,99.0,106.0
Cc1ccc2[nH]c(=O)c(N3CCOCC3)c(-c3ccccc3)c2c1,37,1.5,22.0,98.0,.,99.0,9,101.0,99.0,99.0,97.0
CCc1nc2ccccc2n1CC(O)COc1ccc(NC(C)=O)cc1 (stereo not given),28,0.7,1.9,102.0,-34.2,102.0,8,105.0,99.0,103.0,108.0

# The closing 3 entries of the section above open the next one.
SMILES,GSH fluor,ABCB1 block,ABCG2 inh,Cdc42 wt GTP,Pf gametocyte,Rab7 wt GTP bind,Avidin fluor,Rab2 wt GTP,Rac1 mut GTP,HRas wt GTP,Rac1 wt GTP bind
CCC(C)n1c(=O)c(C(=O)Nc2ccccc2S(N)(=O)=O)c(O)c2ccccc21 (stereo not given),7,0.0,0.3,101.0,.,94.0,9,97.0,99.0,99.0,106.0
Cc1ccc2[nH]c(=O)c(N3CCOCC3)c(-c3ccccc3)c2c1,37,1.5,22.0,98.0,.,99.0,9,101.0,99.0,99.0,97.0
CCc1nc2ccccc2n1CC(O)COc1ccc(NC(C)=O)cc1 (stereo not given),28,0.7,1.9,102.0,-34.2,102.0,8,105.0,99.0,103.0,108.0
O=C(C/C=N/OCc1ccc(Cl)cc1)c1cnc(-c2ccccc2)s1,12,0.1,1.4,96.0,-20.8,94.0,38,93.0,92.0,96.0,94.0
CC(C)(C)OC(=O)N1CCC(C(=O)N[C@@H](Cc2ccccc2)C(=O)O)(c2ccccc2)CC1,24,-0.2,3.8,99.0,16.6,95.0,6,96.0,97.0,96.0,102.0
O=C(O)c1ccc(Oc2cccc([N+](=O)[O-])c2)cc1C(=O)O,28,-0.2,-0.1,103.0,.,99.0,16,100.0,100.0,100.0,98.0
Cc1ccc(N(C(=O)CNC(=O)c2ccco2)C(C(=O)NC2CCCC2)c2cccnc2)cc1C (stereo not given),24,0.7,3.1,102.0,.,94.0,15,104.0,99.0,103.0,100.0
CN1CCN(C(=O)CSc2cc(=O)n(C)c3ccccc23)CC1,18,0.1,1.4,94.0,.,92.0,7,93.0,95.0,94.0,98.0
CC(/C=C/c1ccco1)=N/NC(=O)CNc1ccccc1C,12,0.7,2.4,101.0,.,102.0,6,101.0,95.0,105.0,98.0
CCCOc1ccc(-c2c(=O)n(OCc3ccc([N+](=O)[O-])cc3)c3ccccc3[n+]2[O-])cc1,11,2.4,18.7,98.0,17.2,101.0,7,98.0,96.0,97.0,97.0

# Screening data from PubChem BioAssay.
